# Compound activity: PubChem BioAssay, National Center for Advancing Translational Sciences (NCATS)
# USP1 inh – USP1/UAF1 (human) deubiquitinase inhibition | actives 0.23% (n = 390,000) | AID 743255 | recombinant USP1/UAF1, Ub-Rhodamine cleavage fluorescence | Potency, µM (titrated, usually from 57.1 µM), without a hit: top-dose activity change, negative = inhibition, actives largely listed as inhibitors | O94782; also: potency is read from the fitted curve at half-maximal effect; % is scaled to controls: 0 for no effect and ±100 for the full control effect; nearly all actives have a fitted effect of over 60% in size; inactives centre near -12
#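 High-throughput fluorogenic screen: 1nM USP1/UAF1 complex, Ub-Rho substrate 150nM final, 50mM HEPES pH 7.8 with 0.5mM EDTA, 0.1 mg/ml BSA, 1mM TCEP and 0.01% Tween-20.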
# RXFP1 agonist – activates the human relaxin receptor RXFP1; Q9HBX9; Potency, µM (highest dose often 57.5 µM), without a hit: at the top dose activation, most hits filed as activators; AID 2676; HEK293T-RXFP1 cAMP TR-FRET, 30 min; response scale: percent of porcine relaxin response, buffer zero; actives 0.3% (n = 370,000); also: potency is read from the fitted curve at half-maximal effect; % is scaled to controls: 0 for no effect and ±100 for the full control effect; nearly all actives have a fitted effect of over 60% in size; many of its hits are not listed in these tables
#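 HEK293 cells stably expressing RXFP1, treated 30 min at 37C with compounds plus PDE4 inhibitor Ro 20174; cAMP measured by HTRF TR-FRET. Normalized to buffer and 29 nM porcine relaxin; EC50 by Hill fit.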
# LDHA inh – inhibitors of human lactate dehydrogenase A | P00338 | purified LDHA, NADH/diaphorase-resazurin fluorescence; stronger effect = lower value | activity change, % (values are at about 110 or 230 µM) | actives 0.15% (n = 480,000) | AID 1347041; in the data active = activity change below about -30%; inconclusive = mostly about -25% to -30%;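 also: plate controls were DMSO wells for no effect and wells without enzyme for full effect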
#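 Resorufin fluorescence (ex540/em590), read at 0 and 20 min after diaphorase/resazurin addition, reports the NADH left after a 5 min room-temperature reaction of 2 nM human LDH5 with 0.06 mM NADH and 0.2 mM pyruvate.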
# Glioma ERSR ind – inducers of ER stress response in human glioma cells; actives 0.02% (n = 420,000); AID 602332; U87-MG GRP78 promoter luciferase reporter, 16 h; Potency, µM, inactives show top-dose activation, most hits filed as activators; also: potency is read from the fitted curve at half-maximal effect; series mostly up to about 76 µM; % of control where 0% means no effect; nearly all actives have a fitted effect of over 35% in size
#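 Stably transfected U87-MG human glioma cells carrying a GRP78-based luminescent sensor were seeded at 1000 cells/well, pin-dosed with compounds and incubated 16 h. Luciferase reagent was then added, and end-point luminescence was read after 10 min at room temperature.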
# Vif-A3G inh – blocks the Vif interaction with human APOBEC3G | Potency, µM (doses to about 46.1 µM), for inactives: top-dose activity, negative = active, actives largely listed as inhibitors | AID 602310 | actives 0.076% (n = 410,000) | HeLa A3G-eYFP + Vif (tagged APOBEC3G with the HIV-1 protein that degrades it), YFP fluorescence, overnight | Q9HC16;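 also: potency is read from the fitted curve at half-maximal effect; % is scaled to controls: 0 for no effect and ±100 for the full control effect; nearly all actives have a fitted effect of over 60% in size; hits raise eYFP signal because A3G escapes Vif-driven loss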
#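 Read-out is eYFP fluorescence (Ex 488/Em 500-530) from Vif-expressing HeLa A3G-eYFP cells; more signal means A3G escaped Vif-mediated degradation. Cells plated overnight, compound pinned in, incubated overnight at 37 deg C.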
# TrxR1 substrate – rat thioredoxin reductase 1 substrate activity; O89049; purified TrxR1 substrate turnover, NADPH consumption readout; Potency, µM (highest dose often 114 µM), for the others: at the highest dose activity change, negative = substrate turnover; actives 0.01% (n = 390,000); AID 588456; also: potency is read from the fitted curve at half-maximal effect; % is scaled to controls: 0 for no effect and ±100 for the full control effect; nearly all actives have a fitted effect of over 50% in size
# Target sequence (O89049 whole entry, looked up): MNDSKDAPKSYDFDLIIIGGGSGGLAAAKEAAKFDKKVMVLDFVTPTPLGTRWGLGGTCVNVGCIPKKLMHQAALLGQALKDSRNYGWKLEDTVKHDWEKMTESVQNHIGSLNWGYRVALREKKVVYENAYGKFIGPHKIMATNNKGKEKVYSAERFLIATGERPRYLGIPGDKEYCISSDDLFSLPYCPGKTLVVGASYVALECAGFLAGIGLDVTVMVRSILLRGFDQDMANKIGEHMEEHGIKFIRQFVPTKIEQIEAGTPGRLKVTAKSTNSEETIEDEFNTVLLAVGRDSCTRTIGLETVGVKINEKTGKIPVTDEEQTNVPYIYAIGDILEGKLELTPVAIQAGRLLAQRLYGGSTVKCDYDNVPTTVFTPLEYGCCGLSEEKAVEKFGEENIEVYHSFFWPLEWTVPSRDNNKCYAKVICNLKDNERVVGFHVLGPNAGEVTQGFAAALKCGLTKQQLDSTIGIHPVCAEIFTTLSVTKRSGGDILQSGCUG
#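 Rat TrxR1, dispensed at 90 nM, was prereduced with 400 uM NADPH (final) for 5 min at ~22 deg C, then incubated with compound 15 min before 400 uM selenite. A first-read NADPH fluorescence drop versus no-compound background flagged substrates.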
# PI4K2A block – blocks human PI4K2A kinase activity; Q9BTU6; purified PI4K2A, ADP-Glo luminescence, 1 h; stronger effect = lower value; activity change, negative = inhibition, % at 76.9 µM; actives 0.13% (n = 420,000); AID 1346378; in the data active = activity change below about -50%; inconclusive = mostly about -30% to -49%;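 also: -100% = wells without enzyme as full effect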
# Target sequence (Q9BTU6 whole entry, looked up): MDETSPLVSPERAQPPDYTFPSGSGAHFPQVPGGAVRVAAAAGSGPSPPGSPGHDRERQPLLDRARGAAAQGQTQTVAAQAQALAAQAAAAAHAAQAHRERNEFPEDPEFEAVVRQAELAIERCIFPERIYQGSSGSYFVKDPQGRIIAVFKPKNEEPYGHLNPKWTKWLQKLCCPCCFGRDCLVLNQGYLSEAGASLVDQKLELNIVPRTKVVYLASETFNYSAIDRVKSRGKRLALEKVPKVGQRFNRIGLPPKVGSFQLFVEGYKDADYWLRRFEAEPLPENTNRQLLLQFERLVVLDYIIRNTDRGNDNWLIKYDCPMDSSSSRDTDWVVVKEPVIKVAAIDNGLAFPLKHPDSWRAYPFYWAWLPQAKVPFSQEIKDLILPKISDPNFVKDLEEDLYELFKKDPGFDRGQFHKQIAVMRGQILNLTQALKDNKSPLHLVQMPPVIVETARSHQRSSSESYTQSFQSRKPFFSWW
#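 Compounds are screened against recombinant PI4K2A using PI as substrate and ATP, the latter dispensed at 300 microM. Reactions run one hour at ambient temperature before ADP-Glo detection; full inhibition defined by wells lacking enzyme.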
# Vif-A3F inh – inhibitors of Vif-A3F interaction; HeLa A3F-eYFP + Vif (tagged APOBEC3F with the HIV-1 protein that degrades it), YFP fluorescence increase; Potency, µM (series often up to 46.1 µM), for inactives: top-dose activity, negative = active; actives 0.2% (n = 390,000); AID 602313; also: potency is read from the fitted curve at half-maximal effect; % of control where 0% means no effect; nearly all actives have a fitted effect of over 65% in size
#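 HeLa cells stably expressing Vif plus C-terminally eYFP-tagged A3F were seeded, incubated overnight at 37 deg C, dosed with compound, incubated overnight again at 37 deg C. Yellow fluorescence (Ex 488/Em 500-530) reported blocked Vif-mediated A3F-eYFP degradation.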
# IDH1 R132H inh – inhibitors of human mutant IDH1 R132H | IDH1-R132H enzyme, NADPH consumption, diaphorase/resazurin fluorescence | AID 602179 | O75874 | actives 0.093% (n = 390,000) | Potency, µM (titrated, usually from 76.6 µM), for the others: at the highest dose activity change, negative = inhibition, most hits filed as inhibitors; also: potency is read from the fitted curve at half-maximal effect; % is scaled to controls: 0 for no effect and ±100 for the full control effect; nearly all actives have a fitted effect of over 65% in size
#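 IDH1-R132H (0.5 ug/mL) preincubated 30 min with compound, then NADPH (0.016 mM) and alpha-KG (2 mM) added; 80 min at RT, pH 7.5. Remaining NADPH coupled via diaphorase/resazurin to fluorescence (540/590 nm); concentration-response curves normalized to no-enzyme control.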
# The depositor's hits bear a star; u = inconclusive; x = not tested or not shown; & = joins results of further samples; [ ] = dose if it differs, or a comment. Unless noted, calls follow the shape of the dose curve; as a rule, active = well fitted curve in the direction sought with a large enough effect; inconclusive = small, poorly fitted or top-dose-only effect, or another doubt; inactive = no such curve, though single readings can be large; an effect the other way counts as inactive or inconclusive. Only part of the results is shown; count on the stated rates, not on these rows.
SMILES,USP1 inh,RXFP1 agonist,LDHA inh,Glioma ERSR ind,Vif-A3G inh,TrxR1 substrate,PI4K2A block,Vif-A3F inh,IDH1 R132H inh
Cn1c(NNC(=O)C2CCCCC2)cc(=O)n(C)c1=O,-5.1%,20.2%,-5.9,-4.3%,-0.1%,0.7%[57.1 µM],-4.6,4.5%,12.3%
COc1ccc(-c2c(C)n([O-])c3c([n+]2=O)CCC3)cc1OC,-23.0%,0.9%,1.1,-5.9%,-5.6%,-11.5%,-3.9,5.8%,0.3%
Cc1ccc(-n2sc3cc(F)ccc3c2=O)c(C)c1,u,x,-3.7,0.2%,u,x,0.8,u,-3.7%
Cc1ccc2cc(C3CC(c4ccco4)=NN3S(=O)(=O)c3ccccc3)c(Cl)nc2c1 (configuration not stated),-17.4%,-0.3%,-2.1,-1.2%,-20.5%,-5.4%,-0.3,1.0%,-4.7%
COc1ccc(NC(=O)CNC(=O)Cc2ccccc2)cc1OC,-13.0%,1.8%,-2.9,-4.8%,-8.5%,-1.8%,-2.0,-0.6%,-0.4%
O=C(Nc1ccccc1)OCc1cncs1,-20.5%,0.5%,-0.5,3.4%,0.0%,1.9%,-3.4,-14.0%,1.5%
O=C(CC(c1ccco1)C1CCCCC1=O)c1ccco1 (configuration not stated),-8.7%,1.9%,-4.5,-4.7%,2.1%,-1.4%,-1.2,0.8%,5.0%
CCOC(=O)CN(C(=O)CSc1nnc2c(n1)[nH]c1ccc(F)cc12)c1ccccc1,-8.6%,0.5%,2.1,-6.5%,-5.4%,-10.6%,1.2,x,-3.6%
CCCN(CCC)CCCNC(=O)C(NS(=O)(=O)c1ccc2c(c1)CCC(=O)N2)c1ccccc1 (configuration not stated),-15.8%,1.9%,-6.8,-3.0%,-0.1%,0.7%,0.3,-17.2%,1.7%
O=C(COC(=O)C1CC2CCCC(C1)C2=O)NNC(=O)c1ccc([N+](=O)[O-])cc1 (configuration not stated),-16.0%,-1.5%,-3.2,-6.1%,3.7%,-7.1%,-1.8,5.6%,2.0%
COc1ccc(/C(C)=N/OC/C(O)=C(\C#N)c2nc3ccccc3[nH]2)cc1OC,-10.0%,0.6%,-2.7,-2.8%,-22.7%,-0.5%[57.1 µM],-1.2,-7.0%,3.2%
O=C(Cn1nnc2ccccc2c1=O)NCc1ccc(Cl)cc1,-10.5%,17.3%,-10.2,-1.7%,0.4%,4.5%,-7.5,-5.8%,2.0%
CCCCNC(=S)N(C)/N=C/c1ccc(OCc2ccc(C(=O)OC)cc2)c(OC)c1,0.7%,-0.6%,-2.7,-3.3%,0.4%,-3.7%,9.3,7.9%,-0.1%
CC12CCC3(CC1CCC1OC12)OCCO3 (configuration not stated),-3.2%,x,-7.1,-2.4%,2.0%,5.9%[11.4 µM],1.3,11.9%,-0.2%
Cc1ccc(Cn2cccc(-c3nc4ccccc4s3)c2=O)cc1,-10.2%,5.2%,3.8,6.3%,1.3%,143.4%[activator],4.4,-10.7%,1.5%
O=[N+]([O-])c1ccc(C[n+]2ccc(Cc3ccccc3)cc2)cc1,-23.1%,0.6%,32.1,-4.9%,7.1%,-6.3%,-11.7,-14.3%,0.0%
CCC1CN2CCc3cc(OC)c(OC)cc3C2CC1CC1c2cc(OC)c(OC)cc2CCN1C(=O)C(Cc1c[nH]c2ccccc12)NC(=O)OC(C)(C)C (configuration not stated),u,x,5.3,-3.2%,-14.5%,-4.1%,4.1,-8.3%,2.4%
CC(=O)c1cc(NC(=O)c2cccc(C(F)(F)F)c2)c(=O)oc1/C=C/N(C)C,u,2.6%,1.9,-5.0%,-18.1%,6.5%,-2.6,u,-1.5%
COc1ccc(Cc2nnc(N/N=C/c3ccccc3O)[nH]c2=O)cc1OC,-7.9%,-1.8%,6.7,-3.9%,-27.3%,-3.2%,10.2,-33.5%,4.0%
O=C(CSc1nnc(NC(=O)C2CC2)s1)Nc1ccccc1,3.9%,-4.8%,-10.5,-2.3%,-0.5%,-3.3%,0.6,-0.7%,-8.5%
O=C1C2C3C=CC(O3)C2C(=O)N1N=Cc1cccc2ccccc12 (configuration not stated),-7.4%,x,-9.7,-2.3%,-4.2%,7.7%[57.1 µM],0.5,4.8%,13.2%
CCc1cc2c(NC3CCCC3)ncnc2s1,-13.2%,-2.7%,-2.7,-6.0%,0.1%,1.6%,0.8,6.6%,10.2%
CC1=NN(C(=O)Cc2ccc([N+](=O)[O-])cc2)C(O)(C(F)(F)C(F)(F)F)C1 (configuration not stated),-20.9%,2.0%,-2.9,-1.4%,-5.5%,-3.6%,1.6,0.8%,-2.3%
CN(Cc1ccccc1)C(=O)c1ccccc1C(=O)OCC(=O)N(Cc1ccccc1)C(C)(C)C,-20.1%,x,-0.5,-1.9%,1.3%,-8.6%,2.9,-7.1%,-6.6%
Cc1ccc(S(=O)(=O)NC(=O)COc2ccccc2)cc1,-1.1%,0.8%,0.1,2.5%,-0.1%,-0.7%,2.6,1.8%,-0.5%

# Compound profiles, from the list above. Values in the order: USP1 inh, RXFP1 agonist, LDHA inh, Glioma ERSR ind, Vif-A3G inh, TrxR1 substrate, PI4K2A block, Vif-A3F inh, IDH1 R132H inh
# `Cc1ccc(Cn2cccc(-c3nc4ccccc4s3)c2=O)cc1` as listed: -10.2%, 5.2%, 3.8, 6.3%, 1.3%, 143.4%[activator], 4.4, -10.7%, 1.5%
# `Cn1c(NNC(=O)C2CCCCC2)cc(=O)n(C)c1=O` as listed: -5.1%, 20.2%, -5.9, -4.3%, -0.1%, 0.7%[57.1 µM], -4.6, 4.5%, 12.3%
# `Cc1ccc2cc(C3CC(c4ccco4)=NN3S(=O)(=O)c3ccccc3)c(Cl)nc2c1` (configuration not stated) as listed: -17.4%, -0.3%, -2.1, -1.2%, -20.5%, -5.4%, -0.3, 1.0%, -4.7%
# `COc1ccc(/C(C)=N/OC/C(O)=C(\C#N)c2nc3ccccc3[nH]2)cc1OC` as listed: -10.0%, 0.6%, -2.7, -2.8%, -22.7%, -0.5%[57.1 µM], -1.2, -7.0%, 3.2%
# `CCc1cc2c(NC3CCCC3)ncnc2s1` as listed: -13.2%, -2.7%, -2.7, -6.0%, 0.1%, 1.6%, 0.8, 6.6%, 10.2%

# Next section:
SMILES,USP1 inh,RXFP1 agonist,LDHA inh,Glioma ERSR ind,Vif-A3G inh,TrxR1 substrate,PI4K2A block,Vif-A3F inh,IDH1 R132H inh
CCOc1ccc(C(C)NC(=O)c2ccccc2F)cc1 (configuration not stated),-13.0%,-0.1%,-6.7,-3.4%,-3.7%,3.8%,12.8,-23.4%,-4.0%
Fc1ccccc1Nc1nc(N2CCOCC2)nc(N2CCOCC2)n1,-9.4%,0.9%,-3.9,-4.9%,-0.5%,-2.3%,2.5,1.3%,-1.1%
CC1=CC(C)=Nc2ccc(C)cc2N1,-12.4%&-4.2%,-2.1%&-1.0%,9.6&13.4&7.6,-0.1%&5.3%,2.5%&-1.4%,-5.0%&1.3%,-6.9&-3.5,1.8%&-1.3%,2.4%&1.6%
Cc1ccc(N(Cc2ccc(C(=O)NCCSc3ccccn3)cc2)S(C)(=O)=O)cc1C,4.5%,-0.8%,1.6,0.6%,0.9%,-10.4%,-0.2,-19.4%,7.9%
O=C(CNS(=O)(=O)c1ccccc1)Nc1ccccc1Br,-10.4%,0.8%,-11.2,-2.2%,-2.0%,0.5%,2.9,-13.8%,2.7%
N=c1sccn1CC(=O)N1N=C(c2ccc(Cl)cc2)CC1c1ccco1 (configuration not stated),-16.4%,-1.2%,-0.2,-4.4%,0.2%,6.0%[57.1 µM],-8.9,-2.2%,5.8%
O=C(CSc1cccc2cccnc12)N/N=C/c1ccncc1,7.3%,1.9%,-3.4,-2.0%,-6.0%,0.7%,0.6,-3.7%,8.8%
CCOC(=O)c1c(-c2cccc([N+](=O)[O-])c2)csc1NC(=O)C1CCCCC1,-13.3%,0.6%,-4.9,-5.1%,2.7%,11.2%[57.1 µM],-7.6,2.4%,3.1%
COc1ccc(NC(=O)C2CCN(C(=O)c3cccs3)CC2)cc1OC,-13.3%,-0.2%,4.0,-0.9%,-0.4%,14.9%[57.1 µM],2.5,-6.9%,3.6%
Cc1ccc(N(C(C)C(=O)O)S(=O)(=O)c2cccnc2)cc1 (configuration not stated),-6.9%,-0.9%,-0.9,-0.1%,0.7%,4.1%[57.1 µM],-0.7,0.4%,-5.7%
CC(C)CC1(C)NC(=O)NC1=O (configuration not stated),-20.0%,-0.7%,-3.7,-5.1%,-1.1%,-7.7%[57.1 µM],-9.5,-2.0%,8.1%
Cc1ccc(C(C)C)c(OCCCN2CC(C)OC(C)C2)c1 (configuration not stated),-4.5%,-1.2%,-15.2,-3.9%,0.1%,-5.1%[11.4 µM],3.4,-9.5%,5.2%
CCOC(=O)c1nn(-c2ccc(C)c(C)c2)c(=O)c(C#N)c1C,-16.0%,2.0%,5.0,-1.7%,3.9%,-4.5%,-4.7,2.8%,-4.7%
CCNC(=S)N(CCN(C)C)Cc1cc2cc(OCC)ccc2[nH]c1=O,-6.4%,3.7%,6.2,-5.6%,-1.2%,46.1%,3.9,1.6%,2.9%
